Compound activity from PubChem BioAssay.
NR2E3 ag-1: inhibitors of NR2E3-RetCOR corepressor binding, primary screen, NR2E3 agonist project, biochemical, TR-FRET, GST-NR2E3, biotin-RetCOR. AID 2300, 2010. actives 0.12% (n = 320,000). inhibition of corepressor binding, % at 4.78 µM. Photoreceptor-specific nuclear receptor (Homo sapiens), Q9Y5X4. 1536-well;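 active = percent inhibition above the cutoff of mean plus 3 SD of all tested compounds, set per screening campaign, cut at about 20% in these data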;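 note: 0% = DMSO wells and 100% = biotin wells as full block of FRET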
Target sequence (Q9Y5X4 whole entry, looked up): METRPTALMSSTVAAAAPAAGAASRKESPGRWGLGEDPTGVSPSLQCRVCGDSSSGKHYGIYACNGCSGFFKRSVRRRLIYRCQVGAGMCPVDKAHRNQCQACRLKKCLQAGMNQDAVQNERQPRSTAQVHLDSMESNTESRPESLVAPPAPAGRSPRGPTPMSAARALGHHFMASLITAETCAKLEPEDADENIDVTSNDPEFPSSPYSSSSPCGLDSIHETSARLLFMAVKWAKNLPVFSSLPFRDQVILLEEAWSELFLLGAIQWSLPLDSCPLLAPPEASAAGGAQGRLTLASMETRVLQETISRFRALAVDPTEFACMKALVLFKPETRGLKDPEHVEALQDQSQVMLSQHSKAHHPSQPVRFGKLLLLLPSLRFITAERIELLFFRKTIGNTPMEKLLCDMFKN
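Material: NR2E3–RetCOR corepressor complex / Amount: 1.35 nM GST-NR2E3 / Medium: Tris pH 7.5 / Compound: single nominal compound dose of 4.8 µM / Incubation: 5 h at 4 °C / Technique: TR-FRET, Eu(K)-anti-GST donor, streptavidin-D2 acceptor, ex 340, em 617/671 nm / Read-out basis: percent loss of FRET ratio relative to control wells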
NR2E3 ag-2: NR2E3 agonists in two-hybrid cells, primary screen, cell-based, luminescence, CHO-S, Gal4-NCOR/VP16-NR2E3; inhibition of corepressor binding, % at 3.98 µM; AID 602229, 2012; luciferase; actives 0.35% (n = 360,000); Photoreceptor-specific nuclear receptor (Homo sapiens), Q9Y5X4;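 active = inhibition above the mean of all tested compounds plus 3 SD, cut at about 70% in these data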;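 note: 0% = DMSO with NR2E3 transfected cells and 100% = cells lacking NR2E3 construct; higher means lower luciferase signal from less NR2E3 corepressor binding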
iPSC survival up: enhancers of single-cell hiPSC survival, primary screen, ATPlite luminescence | actives 0.044% (n = 360,000) | 100% = ROCK inhibitor wells, 0% = DMSO | survival enhancement, % at 20 µM | AID 602274, 2012; in the data active = survival enhancement above about 18%;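 note: cells exposed to compounds for 16 hours before the ATP read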
TWEAK Fn14 block: inhibitors of TWEAK-Fn14 signaling, primary screen, luciferase reporter cells, uHTS. TWEAK-stimulated Fn14 reporter cells, luciferase luminescence, 8 h. inhibition, % at 10 µM. actives 2% (n = 360,000). AID 1159606, 2016; in the data active = inhibition above about 50%
Peg3 prom inh: Peg3 promoter-driven luciferase inhibitors, primary screen, cell-based, HeLa, luciferase luminescence; actives 1.7% (n = 360,000); HeLa PEG-Prom luciferase reporter, overnight; inhibition, % at 20 µM;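 active = inhibition of at least 50% at 20 µM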
Shn3 3UTR inh: reduction of Shn3 3'UTR firefly luciferase signal, primary screen, Schnurri-3 inhibitor project, cell-based, Clone20 osteoblasts, set 2. Clone20 osteoblast Shn3 3'UTR firefly luciferase, 24 h. inhibition, % at 12.5 µM. actives 0.52% (n = 360,000). AID 588674, 2011;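 active = mean inhibition of at least 75% with every replicate also reaching 75%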;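 note: 0% = median of neutral control wells and 100% = pilot-screen positive control compound; some compounds past the cut are filed as inactive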
aDG glyco act: activators of alpha-DG glycosylation, primary screen, uHTS, Pro5-aDG cells, AlphaScreen; activation, % at 10 µM; alpha-DG glycosylation AlphaScreen (IIH6); 0% Pro5, 100% B10-LARGE cell signal; AID 624168, 2012; actives 0.22% (n = 360,000);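 active = activation of at least 8% versus controls, or a plate z-score of at least 8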;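 note: Pro5 are CHO cells carrying HIG-tagged alpha-DG that lacks glycosylation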
HIF-2a inh: HIF-2a reporter inhibitors, primary screen, luminescence, 786-0 RCC cells; 786-0 RCC cells HIF-2a reporter, luciferase luminescence, overnight; actives 0.72% (n = 360,000); inhibition, % at 18.8 µM; AID 624352, 2012;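 active = inhibition of the luminescence signal of 40% or more relative to plate controls, in a single-dose primary screen at 18.75 µM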
TRPM1 prom inh: inhibitors of MITF-dependent TRPM1 promoter reporter, primary screen, cell-based, SK-MEL-5, single point, luciferase; AID 488899, 2010; inhibition, % at 12.5 µM; actives 0.83% (n = 330,000); SK-MEL-5 TRPM1 promoter luciferase, 24 h;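 active = mean inhibition across replicates of 60% or more, whatever share of single replicates reaches that level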; note: values of inactives mirror those of a sister screen read the other way
CF NFkB block: inhibitors of PAF-induced NF-kB signaling, primary screen, cell-based, GFP fluorescence, uHTS; KKLEB NF-kB-GFP reporter, GFP fluorescence overnight; inhibition, % at 5 µM; actives 0.86% (n = 360,000);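 active = at least 50% inhibition at 5 µM, scaled per plate between neutral and stimulator controls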;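 note: PAF is a Pseudomonas aeruginosa culture filtrate used as stimulus; plate controls were PAF-stimulated DMSO wells for no effect and unstimulated DMSO wells for full effect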
KKLEB cytotox: cytotoxicity in KKLEB CF airway cells, primary screen, cytotoxicity control for CF NF-kB inhibitor project, cell-based, uHTS, fluorescence assay plates; KKLEB CF airway cells viability, ATPlite luminescence, overnight; stronger effect = lower value; cells stimulated with P. aeruginosa culture filtrate; activity change (cytotoxicity), % at 5 µM; actives 0.36% (n = 360,000);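 active = corrected activity change at or below -50% at 5 µM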
Numbers without * were called inactive; nt = not tested or not shown.

SMILES	NR2E3 ag-1	NR2E3 ag-2	iPSC survival up	TWEAK Fn14 block	Peg3 prom inh	Shn3 3UTR inh	aDG glyco act	HIF-2a inh	TRPM1 prom inh	CF NFkB block	KKLEB cytotox
COc1ccccc1/C=C/C(=O)OCC(=O)NCCC1=CCCCC1	0	-7	0.5	4	1	-7	0.0	12	12	-1	-7
CC1(C)C(=O)N(CCN2CCC(C(=O)c3ccc(F)cc3)CC2)c2ccccc21	5	16	1.1	-7	12	0	0.0	21	2	-1	8
CCCc1nc2ccccc2c(=O)n1/N=C/c1c(C)[nH]n(-c2ccc(C)cc2)c1=O	-3	-29	-0.6	-11	23	4	-0.8	6	8	-9	7
CCN1C(=O)N[C@@H](c2cccs2)C(C(C)=O)=C1C	3	6	2.6	8	-6	18	0.2	10	7	-2	-5
C[C@H](CO)N1C[C@H](C)[C@@H](CN(C)Cc2ccc(C(=O)O)cc2)Oc2c(NC(=O)c3ccncc3)cccc2C1=O	nt	-3	0.8	5	-9	-3	0.0	5	-3	-19	7
O=C(CSc1nnc(-c2cccnc2)n1Cc1ccco1)Nc1nc(-c2ccc(F)cc2)cs1	0	3	3.3	6	-2	21	0.2	-12	8	-24	1
CCc1ccc(/C=C/C(=O)C2C(=O)c3ccccc3C2=O)cc1	1	-97	-0.9	1	-49	-31	0.5	-134	-10	-20	12
COc1ccc(CCNC(=O)C2CCCN(c3nc(C)cc(C)n3)C2)cc1 (stereo not drawn)	2	-5	-1.5	10	7	-7	1.2	13	3	14	-3
CS(=O)(=O)N(CC(=O)NCC1CCCO1)c1cccc([N+](=O)[O-])c1 (stereo not drawn)	-2	10	-1.4	4	19	-1	0.0	11	2	-12	7
CC(c1ccccc1)N1CNc2c(c(=O)n(C)c(=O)n2C)C1 (stereo not drawn)	2	-21	0.9	11	12	-7	-0.1	12	3	4	-4
C=CCn1c(=O)c2ccccc2n2c(SCc3cc(=O)n4ccsc4n3)nnc12	1	-4	-3.2	1	13	-5	-0.1	-4	4	4	0
COc1ccc(Cl)cc1NC(=O)NC(C)C	-2	15	-0.9	11	15	-44	0.2	8	-36	-16	7
COc1ccc(-c2noc(-c3ccc(Br)o3)n2)cc1OC	-1	-21	0.6	-8	-114	-40	0.0	-80	-56	-16	-12
CN1C(=O)c2ccc(NC(=O)C3CC3)cc2C1=O	2	-13	-0.5	7	0	2	0.4	-9	-4	0	-8
OC(COc1cccc2ccccc12)CN1CCN(c2ccccn2)CC1 (stereo not drawn)	0	-13	1.4	7	-3	-5	-0.2	10	-6	-1	-4
COc1ccc(C(=O)N(CN2CCCC2=O)c2nccs2)cc1OC	3	7	2.3	-14	-23	-17	-0.1	-3	-9	-17	0
COc1ccc(NC(=O)COC(=O)CNC(=O)c2cccs2)cc1Cl	2	-21	0.1	-2	8	1	-0.1	15	5	-3	-4
CCNC(=O)COC(=O)c1ccc(NS(=O)(=O)c2ccc3c(c2)OCCO3)cc1	0	-17	-2.2	-13	11	-3	-0.5	13	8	15	-1
O=C(N/N=C1/CCS(=O)(=O)c2ccc(F)cc21)c1ccccn1	-1	-57	-0.5	-15	-54	42	-0.1	-62	-12	9	-6
CN1C(C(=O)NCc2ccco2)=CC(c2ccc(F)cc2)=NS1(=O)=O	-3	-23	-0.6	3	8	9	0.0	0	5	-12	0
Cc1noc(C)c1S(=O)(=O)Nc1c(C)n(C)n(-c2ccccc2)c1=O	3	13	-1.4	-16	11	1	0.2	11	4	16	-6
CCc1nc2c(OCCOc3ccc(F)cc3)cccn2c1N(C)C(=O)c1ccc(C)cc1	nt	-8	4.4	-1	23	1	0.1	15	nt	14	-14
COc1ccc(-c2n[nH]c(C)c2-c2cc(OC)ccc2O)cc1	1	-2	-1.3	11	-6	-15	-0.2	10	-4	-12	6
Cc1c(CN(C)Cc2cn(C)nc2-c2ccccc2F)[nH]c2ccccc12	-2	-23	0.9	-13	10	5	0.0	4	-15	1	-6
O=C(NC1(C(F)(F)F)NC(=O)N(c2ccccc2F)C1=O)c1ccncc1 (stereo not drawn)	-1	-11	6.3	0	12	-16	0.1	10	3	7	6
O=C1c2ccccc2C(=O)N1CCc1nn[nH]n1	3	3	-1.3	15	15	-39	-0.3	-14	8	8	-3
COc1cccc(Nc2nc(C(N)Cc3ccccc3)cs2)n1 (stereo not drawn)	nt	5	-3.5	16	89*	4	1.5	-5	nt	11	-12
Cc1ccc(NC(=O)COC(=O)c2ccc3c(c2)OCO3)cc1S(=O)(=O)N1CCCCC1	-3	6	0.2	1	15	4	0.0	8	7	-2	-1
O=C(O)Cc1ccc(NC(=O)C(c2ccccc2)c2ccccc2)cc1	2	6	-2.8	-35	6	10	-0.1	6	-2	-13	-10
CC(C)C[C@@H](CN1CCC[C@@H]1CN1C(=S)NC[C@@H]1Cc1ccc(O)cc1)N1C[C@H](Cc2ccccc2)N(CCc2ccccc2)C1=S	nt	53	-3.2	1	4	19	-0.2	3	nt	37	-14
Cc1c(CCC(=O)N2CCC[C@H]2C(=O)O)c(=O)oc2c(C)c3oc4c(c3cc12)CCCC4	3	-1	1.7	25	-64	27	-0.2	57*	-3	15	3
O=[N+]([O-])c1ccccc1CN1CCN(S(=O)(=O)c2ccccc2)CC1	-2	0	-0.4	-18	16	8	0.0	14	-8	13	11
CCOc1ccc(C(=O)CSc2nnc3ccccn23)cc1	-2	-145	-0.2	8	-193	-48	-0.1	-237	-79	13	-6
Cc1ccc(C(CC(=O)O)Nc2nc(N3CCCCC3)nc(N3CCCCC3)n2)cc1 (stereo not drawn)	4	20	-1.1	13	20	-10	0.1	30	-4	-14	1
COc1ccc(NCC(=O)n2c(C)c(C)c3ccccc32)cc1	-1	-28	-0.2	10	-2	15	-0.1	-30	7	-20	-3
CCN(CC)S(=O)(=O)c1ccc(-c2nnc(SCC(C)=O)o2)cc1	1	3	-0.1	7	7	1	-0.2	1	0	5	5
CCCn1c(N)c(N2CCCCC2)c(=O)n(CC(=O)Nc2ccccc2C(F)(F)F)c1=O	nt	-27	0.1	7	16	17	0.4	8	-6	10	-12
Cc1nc(C(F)(F)F)ccc1C(=O)NN1CCOCC1	1	-41	0.2	4	14	6	-0.1	11	11	6	-2
CNC(=S)N1N=C(c2ccc(Br)cc2)CC1c1ccc(Br)cc1 (stereo not drawn)	1	-5	-1.2	-3	15	-41	-0.6	-5	-6	-24	4
Cc1ccc(NS(=O)(=O)c2cc(C(=O)NCCCN(C)C)ccc2Cl)cc1Cl	nt	-16	0.0	5	0	-11	-0.1	2	-7	-10	18
CCN(CC)C(=S)SC1CCCCN(C(=O)c2ccccc2)C1=O (stereo not drawn)	1	-10	-0.4	-16	21	16	0.0	17	9	-7	-5
COCOCCn1cc(CN2CCS(=O)(=O)N(Cc3ccc(-c4cccc(CO)c4)cc3)C(CC(C)C)C2=O)nn1 (stereo not drawn)	nt	-24	-0.2	4	11	0	-0.2	4	nt	8	10
CCC(C)NC(=O)COC(=O)c1ccccc1OCC(=O)Nc1ccc(Br)cc1 (stereo not drawn)	-1	12	3.2	-20	19	9	0.5	8	-4	6	-12
COc1cc(/C=C(/C#N)C(=O)NC(C)c2ccccc2)cc(OC)c1O (stereo not drawn)	5	-13	-0.5	35	17	1	0.2	24	-8	-12	0
Cc1cc(-c2nn3c(C)nnc3s2)ccc1NC(=O)C(C)(C)C	0	-87	-3.2	52*	-39	-16	0.1	-9	11	19	-4
O=S(=O)(Nc1cccc(F)c1)c1ccc(S(=O)(=O)N2CCOCC2)cc1	nt	11	2.5	10	12	2	0.0	16	nt	3	0
COc1cc(C)c(NC(=S)NCCCN2CCOCC2)cc1OC	2	1	1.2	-9	12	-16	0.1	6	-9	1	-12
Cc1c(S(=O)(=O)N2CCCCC2)c(=O)n(C)c(=O)n1C	0	-14	1.3	8	-3	4	-0.2	6	-17	14	4
COc1ccc(C(=O)OCC(=O)NCC2CCCO2)c(F)c1 (stereo not drawn)	1	-30	0.1	-9	-7	-7	-0.1	13	2	9	1
CC1Oc2ccccc2C=C1/C=N/Nc1ccc(C(=O)O)cc1 (stereo not drawn)	3	-127	0.5	61*	-191	-1	-0.2	-203	-39	23	-17
O=C(CCc1ccccc1)NC(=S)Nc1cccc(C(=O)O)c1	-1	-100	-0.5	-1	-54	-49	0.6	-8	-2	-13	12
Cc1ccc(-n2cnc(N)c2C(=O)c2cccc([N+](=O)[O-])c2)cc1	-2	-2	-0.4	20	-1	13	0.0	26	-13	14	6
CC1CN(C(=O)c2ccc(CNS(=O)(=O)c3cccc(Cl)c3)cc2)CC(C)O1 (stereo not drawn)	nt	10	-0.1	-8	-20	15	-0.3	17	15	6	4
O=C1C(Cl)=C(Oc2ccccc2)C(=O)c2ccccc21	nt	18	-3.9	9	104*	96*	-0.4	88*	90*	59*	-47
CCSc1ncc(Cl)c(C(=O)N(Cc2ccc(N(C)C)cc2)C2CCS(=O)(=O)C2)n1 (stereo not drawn)	nt	-17	-0.1	-34	5	9	-0.4	6	7	-25	7
O=C(COc1ccccc1-c1ccccc1)NN=C1CCCC1	0	50	-0.8	5	12	0	0.2	19	11	-12	-2
O=c1cc(CN2CCCC2)c2c(ccc3ccccc32)o1	nt	-18	2.0	-23	19	0	-0.3	1	nt	-30	5
